RBX1-CUL1 inh: blocks human RBX1-Cullin-1 di-ubiquitin formation; 140,000 compounds, 0.6% hits; P62877+Q13616; in vitro K48 di-Ub FRET, acceptor:donor ratio, 45 min; inhibition, % at 10 µM; AID 1347404; in the data active means inhibition above about 25%
Target sequence (P62877 whole entry, looked up): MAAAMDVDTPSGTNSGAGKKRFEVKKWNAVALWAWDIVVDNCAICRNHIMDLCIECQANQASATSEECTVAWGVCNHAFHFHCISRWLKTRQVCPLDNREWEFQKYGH
Target sequence (Q13616 whole entry, looked up): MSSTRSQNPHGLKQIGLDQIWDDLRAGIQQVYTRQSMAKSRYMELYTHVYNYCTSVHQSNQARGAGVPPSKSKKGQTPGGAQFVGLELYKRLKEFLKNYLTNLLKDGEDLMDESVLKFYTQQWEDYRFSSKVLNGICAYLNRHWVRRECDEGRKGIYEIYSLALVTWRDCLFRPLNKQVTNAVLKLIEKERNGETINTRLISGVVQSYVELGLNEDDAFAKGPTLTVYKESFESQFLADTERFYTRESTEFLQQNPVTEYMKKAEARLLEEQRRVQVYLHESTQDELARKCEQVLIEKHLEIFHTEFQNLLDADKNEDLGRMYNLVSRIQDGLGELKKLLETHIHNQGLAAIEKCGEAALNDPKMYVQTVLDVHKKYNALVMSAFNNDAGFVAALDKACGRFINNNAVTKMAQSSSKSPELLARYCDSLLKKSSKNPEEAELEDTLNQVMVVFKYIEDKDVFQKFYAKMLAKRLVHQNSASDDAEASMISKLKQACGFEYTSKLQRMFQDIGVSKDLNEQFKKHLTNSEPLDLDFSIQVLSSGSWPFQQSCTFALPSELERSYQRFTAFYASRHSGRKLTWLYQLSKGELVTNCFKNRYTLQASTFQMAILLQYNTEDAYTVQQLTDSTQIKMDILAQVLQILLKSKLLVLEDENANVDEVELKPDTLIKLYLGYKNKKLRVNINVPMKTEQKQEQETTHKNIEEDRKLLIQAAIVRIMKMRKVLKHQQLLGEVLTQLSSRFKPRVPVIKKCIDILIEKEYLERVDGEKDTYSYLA
* = called active by the depositor. This is a subset (hit frequency here may not be typical).

Compound	RBX1-CUL1 inh
Cc1ccc(C)c(N2CCN(C(=O)Cn3cnc4nc5c(cc4c3=O)CCCC5)CC2)c1	10.5
O[C@@H]1CN(Cc2ccc(CN3CCCCC3)s2)CC[C@H]1N1CCOCC1	-4.1
Cc1ncc2c(c1-c1nnn(CC(=O)Nc3cn(C(C)C)nn3)n1)CCCC2	4.7
Cc1ccc(C)c(-n2[nH]nnc2=S)c1	3.0
Cc1ccc(C(=O)Nc2ccc(C(=O)OCc3cc(=O)n4nc(C5CC5)sc4n3)cc2)cc1	-2.7
O=C(NCCCN1CCN(c2ccccc2F)CC1)c1cc2c(Cl)nc3ccccc3c2s1	-13.4
CC(=O)c1ccc(S(=O)(=O)Nc2ccc(-c3ccc(N4CCCCC4)nn3)cc2)cc1	-2.9
CCC(O)c1nc2ccccc2n1CC(=O)N1CCCCC1 (stereo not given)	-0.9

Next records follow:
Compound	RBX1-CUL1 inh
CCSc1ncc(Cl)c(C(=O)N2CCN(c3ccc(OC)cc3)CC2)n1	3.7
COc1ccc2c(c1OC)C=NCC2	3.5
O=C(C[n+]1ccccc1)Nc1nccs1	4.1
CCN1C(=O)c2cccc3c(S(=O)(=O)Nc4ccc(O)c(C(=O)O)c4)ccc1c23	0.3
O=S(=O)(NCc1ccc2c(c1)OCO2)N1CCCCCC1	-6.7
CC(=O)CC1(O)C(=O)N(Cc2ccc3c(c2)OCO3)c2ccccc21 (stereo not given)	6.5
COc1cc(NC(=O)CSc2nnc(-c3ccco3)c(-c3ccco3)n2)cc(OC)c1	8.3
CCOC(=O)CC(=O)CSc1nc(-c2ccc(F)cc2)c(C)cc1C#N	5.1

(listing goes on)
Compound	RBX1-CUL1 inh
Cc1cc2oc(C(=O)Nc3ccc(S(=O)(=O)N(C)Cc4ccccc4)cc3)cc(=O)c2cc1C	1.8
COc1ccc(N2CC(NC(=O)C(c3ccccc3)c3ccccc3)CC2=O)cc1 (stereo not given)	2.0
O=C(Cn1nc(C(F)(F)F)cc1C1CC1)NCc1ccccc1Cl	-0.4
CCN(Cc1nccn1C)C(=O)c1ccc(NC(C)c2cnn(C)c2)nc1 (stereo not given)	1.3
Cc1ccc(C)c(NC(=O)CN2CCCN(Cc3cccc(Cl)c3)S2(=O)=O)c1	-0.6
O=C(Cc1c[nH]c2ccccc12)N/N=C/c1cccc(Cl)c1Cl	-0.5
COc1cccc(CC(C2CCN(Cc3cc(Cl)ccc3O)CC2)N(C)C(=O)c2ccccn2)c1 (stereo not given)	2.7
O=C(NCc1ccco1)C1CCCN(C2CCN(C3Cc4ccccc4C3)CC2)C1 (stereo not given)	5.2

The listing continues:
Compound	RBX1-CUL1 inh
O=S(=O)(Cc1ccccc1F)Nc1ccccc1F	-1.7
CSC(=S)OC12CC3CC(CC(C)(C3)C1)C2	0.2
COc1ccc2c3c(c(=O)n(C)c2c1)C(=O)CC(=O)O3	2.0
O=C1c2cccnc2C(=O)N1Cc1ccc2c(c1)OCO2	17.3
CCCC(=O)N1CCN(S(=O)(=O)c2cccs2)CC1	5.0
Cc1ncsc1CCOC(=O)Nc1ccccc1F	0.5
Cc1ccccc1CNC(=O)C1CCCN(S(=O)(=O)N(C)c2ccc(F)cc2)C1 (stereo not given)	-3.3
CCN(Cc1noc(C)n1)C(=O)c1ccc(C2CCCN2)s1 (stereo not given)	9.0

(cont.)
Compound	RBX1-CUL1 inh
Cc1cc(OC(=O)c2cc(=O)[nH]c3ccccc23)ccc1Cl	-1.1
COc1ccc2nc(C)c(C(=O)O)cc2c1	0.7
CN(CC(=O)Nc1ccc(OC(F)(F)F)cc1)S(=O)(=O)c1ccc2c(c1)CCC(=O)N2	1.7
O=C(Cc1cccc2ccccc12)Nc1ccc(Br)c(Cl)c1	-8.9
CN1C(=CC=CC2=[N+](C)c3c(ccc4ccccc34)C2(C)C)C(C)(C)c2c1ccc1ccccc21	-338.2
COc1cccc([C@@H]2C[C@H]3CN(Cc4ccc(C)o4)C(=O)[C@]34CCCN24)c1	6.0
Cn1c(=O)c2c(ncn2Cc2n[nH]c(=S)n2-c2ccc(Cl)cc2)n(C)c1=O	-6.2
S=C1C(Nc2ccccc2)=NC(=Nc2ccccc2)N1c1ccccc1	-15.8

Continued.
Compound	RBX1-CUL1 inh
O=c1cc(N2CCCCC2)cnn1CCn1cncn1	2.5
CCc1ccccc1NC(=O)C1=CC(c2ccc(OC)c(OC)c2)=NS(=O)(=O)N1C	-0.6
Cc1ccc(NC(=O)N=C2C(=O)N(c3ccccc3)N(C)C2C)c(Cl)c1 (stereo not given)	0.2
COc1ccc(OCc2ccc(-c3nc(C#N)c(N4CCC(C(N)=O)CC4)o3)o2)cc1	-5.4
Cc1ccc(C(=O)COc2cccc(NC(=O)c3cccs3)c2)cc1C	-5.9
CCCN1C(=O)C(C(=O)Nc2ccccc2C(=O)OCC)C(=O)c2ccccc21 (stereo not given)	9.5
O=C(c1ccc(Cl)cc1)c1ccc(OCC(O)CN2CCN(c3ccccc3)CC2)cc1 (stereo not given)	7.3
COc1cc(OC)cc(C(=O)NCC2CCCN(C(=O)c3cscn3)C2)c1 (stereo not given)	-1.1

New compounds follow.
Compound	RBX1-CUL1 inh
Cc1ccc(C(=O)N(Cc2cccs2)C2CCS(=O)(=O)C2)cc1 (stereo not given)	12.8
Nc1c(C(=O)Nc2ccc(F)c(Cl)c2)sc2nc(-c3ccc4c(c3)OCO4)ccc12	0.5
CC(C)CC(=O)Nc1nc2nc(-c3ccccc3)cc(=O)n2[nH]1	-9.9
Cc1cccc(C)c1NC(=O)c1cccc(F)c1	-12.3
COC(=O)c1cc(NC(=O)CN2CCCCCC2)cc(C(=O)OC)c1	2.1
CCOC(=O)c1c(CC(NC(C)=O)(C(=O)OCC)C(=O)OCC)n(C)c2cc(Br)c(OC(C)=O)cc12	-4.3
COc1cc(C(=O)N2CCc3ccccc3C2)ccc1OC1CCN(C(C)=O)CC1	-6.5
Clc1ccc2c(c1)CC(NCCCN1CCCC1)c1ccccc1S2 (stereo not given)	-1.8

(cont.)
Compound	RBX1-CUL1 inh
Cc1cccc(NC(=O)CSc2nsc(SCC(=O)Nc3cccc(C)c3)n2)c1	2.5
Fc1cccc(Cl)c1CNCC1CCCO1 (stereo not given)	-11.0
Cc1ccc(S(=O)(=O)c2nnn(CC(=O)Nc3ccccc3C)c2N)cc1	-12.1
CCOC(=O)c1c(-c2ccc(C)c(C)c2)csc1NC(=O)CSc1nc2ccccc2c(=O)n1-c1ccccc1	2.5
Cc1ccc(Cl)cc1N1CCN(C(=O)c2cnc3c(-c4ccc(F)cc4)c(C)nn3c2C)CC1	-11.0
CCOc1cc(/C=C2/C(=O)NN(c3ccc(CC)cc3)C2=O)c(Br)c(Br)c1O	54.1*
CCCc1[nH]nc2c1C(c1ccc(C)cc1)C(C#N)C(=N)O2 (stereo not given)	1.0
Nc1ccccc1C(=O)N1CCCCCC1	-2.6

Additional entries follow:
Compound	RBX1-CUL1 inh
CCOc1ccccc1NC(=O)N1CCc2cc(S(=O)(=O)N3CCC(C)CC3)ccc21	1.5
CC(=O)Nc1ccc(S(=O)(=O)Nc2cc(-c3cn4ccccc4n3)ccc2C)cc1	5.8
O=C(NC1(C(F)(F)F)Oc2ccccc2O1)N1CCCC1	-1.8
Cc1ccc(Nc2c(-c3ccc(N4CCOCC4)cc3)nc3ncccn23)c(C)c1	0.7
CCC(=O)NC(c1ccc(N(C)C)cc1)c1c(OC(=O)COc2ccccc2)ccc2ccccc12 (stereo not given)	18.1
CC(C)(C)CN1CCCC2(CCN(C(=O)CN3C(=O)CSC3=O)C2)C1 (stereo not given)	5.4
Cc1c(C#N)c2nc3c(c(-c4ccccc4)c2n1-c1ccccc1)C(=O)CC(C)(C)C3	-6.2
COc1ccc(-c2cn3c(n2)sc2cc(C(=O)NCc4ccccc4)ccc23)cc1	3.9

Next part:
Compound	RBX1-CUL1 inh
NC1=NC(=Nc2ccc(Cl)c(C(F)(F)F)c2)c2ccccc21	-0.3
CCC(=O)Nc1ccccc1-c1nc2ccccc2n(Cc2cccc(Br)c2)c1=O	4.8
CC(=O)Nc1ccc(S(=O)(=O)N2CCN(C(=O)c3ccc(C)cc3)CC2)cc1	13.9
CCOc1ccc(CCNC(=O)Cn2nc(C)n3c(cc4occc43)c2=O)cc1OCC	6.4
CC(C)(C)c1ccc(C(=O)Nc2ncn[nH]2)cc1	-11.8
CSc1nc(N)c2c3c(sc2n1)CCCC3	-5.4
COc1ccc(Cl)cc1Nc1ncnc(N)n1	-3.6
COc1ccc(C(C2C(=O)N=C3SCCCN3C2=O)C2C(=O)N=C3SCCCN3C2=O)cc1OC (stereo not given)	1.3

Additional compounds follow.
Compound	RBX1-CUL1 inh
CCCC1=NN2C(=N)/C(=C/c3ccc(OCCOc4ccccc4OC)cc3)C(=O)N=C2S1	-8.3
CCCc1c(C(=O)Nc2cccc(C)c2)nnn1-c1ccccc1	7.9
C=C1C2(C(=O)Nc3cccc(C(C)=O)c3)CCC(C2)C1(C)C (stereo not given)	3.7
CCNC(=O)C1CCN(Cc2c(F)cccc2Cl)CC1	-8.4
CCC(C)NC(=O)c1cc2c(Cl)nc3ccc(C)cc3c2s1 (stereo not given)	5.0
Cc1ccc(-c2c(C(=O)N(C)Cc3ccccc3)oc(=O)c3ccccc23)cc1	0.8
Cc1cccc(CC(C)NC(=O)Cn2ncc(N3CCOCC3)cc2=O)n1 (stereo not given)	17.1
O=c1c2cccc3c2c(nn1-c1ccc([N+](=O)[O-])cc1)-c1ccccc1-3	14.7

(continued)
Compound	RBX1-CUL1 inh
C=C(C)COc1ccccc1NC(=O)c1ccc(F)cc1	6.2
Cc1cccc(Nc2nc(N3CCCCC3)ncc2F)c1C	-0.6
O=c1c2c(-c3ccc(F)cc3)csc2nc(SCc2ccc(Cl)c(Cl)c2)n1-c1ccccc1	-14.7
CCCC(=O)Nc1ccccc1C(=O)NC	-2.7
COc1ccc(CCCc2nnc(SCC(=O)Nc3ccccc3F)o2)cc1C	-0.9
O=c1c2c3c(sc2nc(SCc2cccc4ccccc24)n1-c1ccc(F)cc1)CCCC3	-6.3
COc1ccc(CCN2C(=O)CC(C(C)c3ccccc3)C2=O)cc1OC (stereo not given)	2.3
Cc1cc(SCC(=O)N2CCCc3ccccc32)nc2ccccc12	8.7

Other structures follow:
Compound	RBX1-CUL1 inh
CCc1nc(CN2C[C@H]3OC(=O)N(CCCc4ccc(F)cc4)[C@H]3C2)c(C)[nH]1	-3.3
COc1ccc(-c2c(C(F)(F)F)oc3c(CN4CCCCCC4)c(O)ccc3c2=O)cc1OC	-2.0
CC(C)(C)C(=O)N1CCN(S(=O)(=O)c2ccccc2)CC1	-11.7
COc1ccc(N2CCN(S(=O)(=O)Cc3cccc(C)c3)CC2)cc1	4.7
CC1(C)Cc2sc3nc(N)nc(SCc4ccccc4)c3c2CO1	2.8
CCc1nc2sc3c(N4CCCCC4)ncnc3c2c2c1CCCC2	12.5
CCCC1=NN(C(=O)c2ccccc2)C(O)(C(=O)OC)C1 (stereo not given)	-3.0
CC(C)c1ccc(CNCCSc2nnnn2C)cc1	3.8

Later entries
Compound	RBX1-CUL1 inh
CN1CCN(C2Cc3cc(F)ccc3Sc3ccc(Cl)cc32)CC1 (stereo not given)	-9.1
Cc1nn(C)cc1CN(C)C(=O)CC(c1ccccc1)c1ccc(Cl)cc1 (stereo not given)	-0.3
COc1ccc(-c2nc(N(Cc3ccccc3)C(=O)CSc3nc(C)cc(C)n3)sc2C)cc1	-0.1
Cc1cc([N+](=O)[O-])ccc1NS(=O)(=O)c1ccc(F)cc1	2.4
CN(Cc1cnccn1)c1nc2nonc2nc1N1CCSCC1	-6.5
CCC1CCc2nc3sc(C(=O)NC(C)c4ccccc4)c(N)c3cc2C1 (stereo not given)	-3.6
CCCn1c2ccccc2c2cnn(CC(=O)N(CC)c3cc(C)ccc3C)c(=O)c21	17.4
Cc1ccc(CC2(CCC(=O)N3CCCCC3c3ccccn3)CCC(=O)N2)cc1 (stereo not given)	-3.8

Five of the entries above in order of the RBX1-CUL1 inh value, ascending:
Compound | RBX1-CUL1 inh
CN1CCN(C2Cc3cc(F)ccc3Sc3ccc(Cl)cc32)CC1 (stereo not given) | -9.1
CN(Cc1cnccn1)c1nc2nonc2nc1N1CCSCC1 | -6.5
Cc1ccc(CC2(CCC(=O)N3CCCCC3c3ccccn3)CCC(=O)N2)cc1 (stereo not given) | -3.8
CCC1CCc2nc3sc(C(=O)NC(C)c4ccccc4)c(N)c3cc2C1 (stereo not given) | -3.6
COc1ccc(-c2nc(N(Cc3ccccc3)C(=O)CSc3nc(C)cc(C)n3)sc2C)cc1 | -0.1

Next section.
Compound	RBX1-CUL1 inh
COc1cc(OC)cc(C(=O)Nc2cccc(-c3cn4cccnc4n3)c2)c1	-11.4
Nc1ncc(S(=O)(=O)NCc2ccc(F)cc2)cn1	-4.9
Cc1cnc(N2CCCC2c2nc(-c3cccnc3)no2)nc1-c1ccnn1C (stereo not given)	5.0
Cc1cccc(NC(=O)c2ccc(OC(=S)N(C)c3ccccc3)cc2)c1	1.7
O=C(CSCC1=Nc2ccc(F)cc2C(=O)C1)Nc1ccccc1Cl	-3.5
Cc1ccc(NC(=O)CSc2nc3c(c(=O)[nH]2)CN(Cc2ccccc2)CC3)cc1Cl	-7.6
CC1CN(C(=O)c2ccc(CNS(=O)(=O)c3cccc(C(F)(F)F)c3)cc2)CC(C)O1 (stereo not given)	4.9
CC(CNC(=O)Cn1nnnc1CN1CCc2ccccc2C1)Oc1cccnc1 (stereo not given)	8.5

Next records:
Compound	RBX1-CUL1 inh
Cc1sc(CN(C)C)c(SCc2ccccc2)c1C(=O)O	-2.9
C=CCn1c(OC)nc2c1c(=O)n(C)c(=O)n2C	0.1
COc1ccc(NC(=O)CSc2nc3ccccc3n2CC(=O)N2CCCCC2C)cc1 (stereo not given)	11.4
O=C(Nc1ccccc1)c1ccc(-c2cc(Cl)ccc2Cl)o1	-4.3
N#CC1C(=N)Oc2n[nH]c(-c3ccc(Cl)c(Cl)c3)c2C1c1ccccc1C(F)(F)F (stereo not given)	4.4
CCOC(=O)c1c(-c2ccc(OCC)cc2)csc1NC(=O)CC(C)C	6.5
COc1ccc(OC)c(C2N=C(N)Nc3nc4ccccc4n32)c1 (stereo not given)	-8.5
O=C(C1CCCN(C2CCN(CCc3ccccc3)CC2)C1)N1CCCC1 (stereo not given)	-9.6
O=C(NNC1=Nc2ccccc2NCC1)c1ccccc1	-8.9
Cc1c(C)n2c3c(=O)[nH]c(=O)n(C)c3nc2n1C1CCCCC1	-10.6
